KLF5 inhibitor = suppresses KLF5 promoter-driven expression | DLD-1 KLF5 promoter-luciferase reporter, luminescence | 290,000 tested, 0.23% active | inhibition, % at 5 µM | AID 1700;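 active means inhibition above a per-plate limit of that plate's mean compound inhibition plus 3 SD, cut at about 60% in these data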;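 further: 0% = DMSO wells and 100% = LY294002 at 200 µM; higher means less KLF5 promoter-driven luciferase light; inactives centre near -14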
HSF-1 act = increases HSF-1 driven luciferase reporter signal | 300,000 tested, 1.7% active | activation, % at 9 µM | NIH3T3-HGL HSF-1 luciferase reporter, MG132, 8 h; 100% = twice DMSO control signal;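 active means mean replicate activation of at least 50% with a set share of replicates each reaching 50%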;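 further: 0% = median of the neutral control wells and 100% = twice that signal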
IEC-6 cytotox = IEC-6 cytotoxicity, counter-screen for KLF5 inhibitors | luminescence viability | inhibition, % at 5 µM | 290,000 tested, 0.78% active | AID 1825; in the data active means inhibition above about 22%;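 further: 0% = plate median of test compound wells and 100% = cytotoxic reference compound wells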
HSP90 inh = HSP90 refolding inhibition in rabbit reticulocyte lysate; luciferase refolding luminescence, 3 h; inhibition, % at 5.6 µM; 290,000 tested, 0.91% active;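 active means inhibition above the screen-wide mean plus 3 SD, computed separately per campaign, cut at about 16% in these data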;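 further: 0% = DMSO wells and 100% = 60 µM geldanamycin wells; inhibitors lower the luminescence because luciferase stays unfolded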
HSF1 inhib = HSF1 inhibition; NIH3T3-HGL HSE-luciferase, MG132-induced, luminescence 8 h; hits give low values; activity change, negative = inhibition, % at 7.5 µM (by protocol); 300,000 tested, 0.77% active; AID 2098;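 active means more than half of replicate wells show activity change below -50%, luminescence cut by over half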;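 further: luciferase reports HSF-1 transcriptional activity via heat shock element; 0% = median of DMSO wells and -100% = zero luminescence signal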
aSyn UTR inh = MLPCN primary screen, SNCA 5' untranslated region; alpha-synuclein 5'UTR reporter, inhibitor activity; inhibition, % (tested at 7.5 µM); 300,000 tested, 0.82% active; AID 1813; in the data active means inhibition above about 60%;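 further: H4 neuroglioblastoma cells stably carrying SNCA 5'UTR luciferase fusion; 0% = DMSO wells and 100% = positive control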
GSK3beta inhib = blocks human GSK3beta kinase activity; P49841; GST-GSK3beta kinase, ADP-Glo luminescence, 60 min; hits give low values; activity score (negative = inhibition), % at 10 µM; 300,000 tested, 0.038% active;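 active means more than half of replicate wells score below -50%, meaning over 50% inhibition versus plate controls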;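 further: 0% = median DMSO wells and -100% = median GW8510 positive control wells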
Target sequence (P49841 whole entry, looked up): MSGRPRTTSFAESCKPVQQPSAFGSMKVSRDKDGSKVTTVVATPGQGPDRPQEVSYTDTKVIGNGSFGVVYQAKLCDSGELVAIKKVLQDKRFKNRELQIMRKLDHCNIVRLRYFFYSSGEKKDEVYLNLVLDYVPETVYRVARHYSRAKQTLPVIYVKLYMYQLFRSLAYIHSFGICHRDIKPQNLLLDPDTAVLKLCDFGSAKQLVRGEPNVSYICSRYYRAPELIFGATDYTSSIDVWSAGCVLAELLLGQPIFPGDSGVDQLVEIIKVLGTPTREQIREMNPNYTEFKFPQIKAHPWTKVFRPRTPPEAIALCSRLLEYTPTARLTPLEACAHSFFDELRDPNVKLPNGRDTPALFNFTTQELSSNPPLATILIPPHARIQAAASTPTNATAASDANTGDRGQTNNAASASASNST
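Test system: GST-fused GSK3beta enzyme, cell-free | Quantity: 1.6 ng GST-GSK3beta enzyme per well | Reagent: 25 µM ATP with peptide substrate | Schedule: 60 min enzyme reaction, room temperature | Signal: Luminescent ADP-Glo measurement of ADP formed | Read-out basis: Score relative to plate controls | Control set: DMSO and 20 µM GW8510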
AI-2 QS mod = modulators of Vibrio harveyi AI-2 quorum sensing system; activity change, % at 7.5 µM; 300,000 tested, 0.4% active; AID 2094; Vibrio harveyi JMH597 AI-2 luminescence/OD600 ratio, 9 h; hits give low values; strain lacks LuxN and CqsS sensors; 0 = neutral-control median; in the data active means activity change below about -75%, passing the limit was not always enough;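 further: luminescence divided by OD600 gain over 9 h not by final OD600 alone; inactives centre near 13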
GSK3A inh = human GSK-3 alpha kinase inhibition | AID 2650 | P49840 | 320,000 tested, 0.1% active | inhibition, % at 10 µM | ADP-Glo luminescence, 60 min;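 in the data active means inhibition above about 50%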;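 further: GST-tagged GSK-3 alpha with peptide substrate and 25 µM ATP; 0% = DMSO neutral wells and 100% = GW8510 positive control wells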
Target sequence (P49840 whole entry, looked up): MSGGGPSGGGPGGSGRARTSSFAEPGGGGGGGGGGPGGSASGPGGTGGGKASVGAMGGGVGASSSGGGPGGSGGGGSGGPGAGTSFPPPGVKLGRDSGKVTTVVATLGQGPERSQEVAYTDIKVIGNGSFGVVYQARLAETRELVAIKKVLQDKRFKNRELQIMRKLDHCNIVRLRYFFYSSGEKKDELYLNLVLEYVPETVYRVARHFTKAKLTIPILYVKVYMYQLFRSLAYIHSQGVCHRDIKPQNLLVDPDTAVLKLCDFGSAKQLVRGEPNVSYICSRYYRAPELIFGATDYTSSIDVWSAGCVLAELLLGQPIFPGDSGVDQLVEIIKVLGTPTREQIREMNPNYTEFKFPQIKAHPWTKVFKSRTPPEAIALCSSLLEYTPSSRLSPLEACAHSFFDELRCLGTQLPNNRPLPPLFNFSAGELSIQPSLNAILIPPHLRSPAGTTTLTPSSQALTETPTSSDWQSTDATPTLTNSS
PolyA inhibitor = inhibitors of polyadenylation in S. cerevisiae; AID 1875; 300,000 tested, 0.02% active; calls only at 12 µM; S. cerevisiae SKY197-pL101 polyadenylation reporter, beta-gal luminescence; efflux-impaired pdr1/pdr3 knockout yeast; score 100 = 6 SD above DMSO;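 active means lowest replicate activity score at least 50, where 100 means six control SD above control mean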;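 further: yeast exposed to compound for 9 h at 30 °C; higher score means more reporter readthrough which indicates perturbed polyadenylation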
An asterisk follows results filed as active; i = inactive; . = not tested or not shown; & = joins results of further samples.

Fields: IEC-6 cytotox | PolyA inhibitor | AI-2 QS mod | HSP90 inh | GSK3A inh | KLF5 inhibitor | HSF1 inhib | aSyn UTR inh | GSK3beta inhib | HSF-1 act
- O=C(NNC(=O)c1sc2cccc(Cl)c2c1Cl)Nc1ccccc1
→ 4 | i | 4 | 2 | -2 | -21 | -7 | 4 | -1 | -24
- O=C(NCCc1ccco1)C(=O)NCC1OCCCN1S(=O)(=O)c1ccc(F)cc1 (stereo unspecified)
→ -2 | i | 4 | 1 | 5 | -8 | -1 | 17 | 3 | -1
- O=C1/C(=C\c2ccccc2)CCc2c1[nH]c1ccccc21
→ 9 | i | 2 | -4 | . | -144 | 59 | -121 | 4 | 109*
- COc1cc(NC(=O)COC(=O)/C=C/c2ccc(O)c(OC)c2)cc(OC)c1
→ 0 | i | 29 | 2 | -9 | -24 | . | -9 | 0 | .
- CCN(CC)CCCN1C(=O)C(O)=C(C(=O)c2cc3ccccc3o2)C1c1ccccn1 (stereo unspecified)
→ 2 | . | . | -1 | 3 | -28 | . | . | . | .
- CC(C)CCC(C)NC(=O)CN1C(=O)NC(C)(c2ccc3ccccc3c2)C1=O (stereo unspecified)
→ 3 | i | 28 | 2 | -1 | -4 | -39 | 19 | 1 | -51
- O=C(c1cccs1)N1N=C(c2ccccc2)CC1c1ccccc1O (stereo unspecified)
→ 5 | i | 7 | 4 | 12 | -11 | . | -21 | -4 | .
- CCCCC(CC)C(=O)Nc1cc(C(=O)NCc2ccc(C)cc2)ccc1N1CCC2(CC1)CC(c1ccccc1)=NO2 (stereo unspecified)
→ 9 | i | 31 | 1 | -2 | 1 | 0 | 16 | -5 | -7
- Cc1cccc(NC(=O)CCN2C(=O)C3C4CCC(C4)C3C2=O)c1C (stereo unspecified)
→ 6 | i | 20 | 3 | -1 | -4 | -5 | 2 | 2 | 12
- Cc1c(C(=O)NCc2ccccc2)oc2ccc(S(=O)(=O)N3CCCC3)cc12
→ 5 | i | 6 | -1 | 0 | -5 | 1 | 27 | 0 | 4
- CCN(C(=O)COC(=O)CNC(=O)c1cccc(C)c1)c1c(N)n(Cc2ccccc2)c(=O)[nH]c1=O
→ . | i | . | . | -2 | . | -5 | -2 | . | 3
- CNC(=O)CSc1nnc(-c2ccco2)n1-c1ccccc1
→ 0 | i | -24 | 0 | -1 | -15 | -3 | 8 | 0 | -3
- CCOC(=O)Cn1c(C)cc(=O)c2cccc(C)c21
→ 1 | i | 23 | 2 | 0 | -8 | 7 | -19 | 3 | 8
- S=C(NCc1cccs1)Nc1cccc(Cl)c1Cl
→ 4 | i | 6 | -3 | 7 | 0 | 3 | -40 | 1 | 18
- C[C@H](NC(=O)[C@@H]1Cc2ccccc2CN1C(=O)OC(C)(C)C)C(=O)NCc1ccco1
→ -6 | i | -4 | 4 | -2 | -20 | -5 | -26 | 3 | -19
- COC(=O)C1=C(C)N(CCc2cc(OC)c(OC)c(OC)c2)C(=O)N[C@H]1c1ccccc1
→ . | i | 11 | . | 3 | . | -4 | -6 | -28 | -1
- COc1ccccc1CN(C)C(=O)CNC(=O)c1cccc(Cl)c1
→ 2 | i | 28 | 2 | -1 | 9 | -40 | -3 | 0 | -53
- CCn1c(=O)cc(SCC(=O)NCCN2CCN(Cc3ccccc3)CC2)c2ccccc21
→ 7 | i | 7 | 3 | -1 | -6 | 8 | 2 | 4 | 10
- COc1ccc(NC(=O)Cn2c(=O)n(CC3CCCO3)c(=O)c3cc(OC)c(OC)cc32)cc1OC (stereo unspecified)
→ -4 | i | 23 | -2 | -2 | -47 | 0 | 16 | 7 | 2
- Cc1ccccc1C(=O)NC1CCN(CC(=O)Nc2ccc(N(C)C)cc2)CC1
→ 6 | i | 30 | -6 | -1 | -7 | -1 | 4 | -1 | -3
- Cc1nn(CC(=O)N2CCN(c3ccc(Cl)cc3)CC2)c(=O)c2cccn12
→ 4 | i | 9 | 3 | 1 | 8 | -2 | -1 | 1 | 6
- O=C(c1cc(N2C(=O)C3C4CCC(C4)C3C2=O)ccc1Cl)N1CCCCCC1 (stereo unspecified)
→ -3 | i | 2 | -1 | 0 | 11 | -2 | 21 | 0 | -1
- COc1cc(S(=O)(=O)N2CCCCC2)ccc1NC(=O)/C=C/c1ccccc1
→ 2 | i | 29 | 4 | 0 | -17 | 2 | 15 | 1 | -2
- CCn1cc(C(=O)O)c(=O)c2cc(F)c(N3CCN(S(=O)(=O)c4ccc(NC(C)=O)cc4)CC3)cc21
→ 2 | i | 35 | 2 | -2 | -30 | -1 | 1 | 0 | 11
- Cc1ccc(-c2nnc(SCC(=O)NC(=O)Nc3ccc(C)cc3C)n2N)cc1
→ 3 | i | 22 | 2 | 1 | 8 | 10 | -19 | 7 | 22
- COc1cc(OC)nc(-n2ncc(OC)c(Br)c2=O)n1
→ -8 | i | 8 | 0 | . | -16 | -5 | -2 | 2 | -18
- COC(=O)C1=C(C)NC(=O)NC1c1cc(Cl)ccc1OC (stereo unspecified)
→ 4 | i | 32 | 1 | -2 | 3 | 1 | 13 | -1 | 15
- Cn1nnnc1SCC(=O)Nc1ccc(N2CCOCC2)cc1
→ -7 | i | 5 | -1 | 3 | -27 | -2 | -13 | -6 | 1
- CC(/C=N/NC(=O)c1cc(C(C)(C)C)[nH]n1)=C\c1ccccc1
→ 0 | i | -1 | -2 | 6 | -53 | -7 | -48 | -1 | 11
- Cc1c(C#N)c(N=CN(C)C)c(C(=O)c2ccccc2)n1-c1ccccc1
→ -2 | i | 3 | 1 | -4 | -13 | -3 | 15 | -17 | 8
- Cc1ccc(-n2[nH]c(C)c(C=Nc3ccc(S(=O)(=O)N4CCOCC4)cc3)c2=O)c(C)c1
→ 4 | i | 7 | 4 | -1 | -7 | 5 | 10 | 0 | 6
- Cc1cccc(Nc2nc(NC(C)C)nc(Oc3ccc(=O)n(C)n3)n2)c1
→ -2 | i | 4 | 0 | 0 | -42 | 1 | 16 | 0 | 18
- Cc1ccc(OCC(=O)Nc2ccc(N3CCN(C(=O)c4ccco4)CC3)cc2)c(C)c1
→ -15 | i | 22 | 2 | -1 | 2 | 34 | 1 | -1 | 68*
- O=C(NC1CCCC1)C(c1ccc(Cl)cc1)N1CCN(C2CCCCC2)CC1 (stereo unspecified)
→ 0 | i | 21 | -1 | -2 | -19 | 2 | -15 | 3 | 9
- Cc1ccc(C)c(N2CCN(c3ccc(N4C(=O)COCC4=O)cc3[N+](=O)[O-])CC2)c1
→ 7 | i | 16 | 0 | -2 | -43 | -21 | 9 | -1 | -36
- O=S(=O)(Nc1cccc(-c2ccc(N3CCCCCC3)nn2)c1)c1ccccc1Cl
→ -6 | i | 17 | 2 | -1 | -134 | -2 | 23 | -3 | 17
- CCCc1cc(=O)[nH]c(SCC(=O)Nc2ccc(Br)cc2)n1
→ -4 | i | 14 | 4 | -4 | -9 | 4 | 9 | 0 | 0
- COC(=O)c1sc(-c2ccc(Cl)cc2)cc1NC(=O)COCC(=O)O
→ 4 | i | -4 | -9 | 0 | -17 | -1 | -12 | -5 | 0
- O=C(Nc1cccc(Cl)c1)c1ccc2c(c1)OCCO2
→ 4 | i | 15 | 7 | 2 | -58 | 38 | -123 | -1 | 32
- COc1ccc(CCCNC(=O)C2CCC(=O)N(Cc3ccccc3F)C2)cc1 (stereo unspecified)
→ 0 | i | 10 | -2 | 5 | -32 | 3 | -18 | 0 | -6
- CC(NC(=O)C(=O)N1CCOCC1)C(c1cccs1)N1CCN(c2ccccc2)CC1 (stereo unspecified)
→ -6 | i | 10 | 0 | -3 | -27 | 9 | 17 | -2 | 12
- COc1ccc([N+](=O)[O-])c(OC)c1C(=O)NC(=O)Nc1c(F)cc(F)cc1F
→ 3 | i | 12 | 7 | -1 | -7 | -3 | 18 | 1 | 5
- COc1ccc(CNC(=O)C(C)n2nc(C)n3c(cc4occc43)c2=O)cc1 (stereo unspecified)
→ 4 | i | -22 | -2 | -5 | -23 | 0 | -19 | 0 | -6
- Cc1ccc(S(=O)(=O)NCCN2CCOCC2)c(C)c1
→ -12 | i | 22 | -1 | -4 | -26 | 18 | -4 | -1 | 43
- Cc1cccc(-n2c(=O)cc(N3CCN(c4ccc(F)cc4)CC3)[nH]c2=O)c1
→ -10 | i | 16 | -1 | -1 | 4 | -3 | 15 | 1 | -3
- Cc1cc(-c2nnc(SCC(=O)Nc3ccc(C(F)(F)F)cc3)n2C)no1
→ -1 | i | 10 | 5 | -2 | -4 | 1 | 7 | 0 | -2
- COCCn1c(SCC(=O)NNC(=O)c2ccccc2)nc2ccccc2c1=O
→ 2 | i | 19 | -1 | 1 | 0 | -8 | -2 | -3 | 1
- O=C(COc1cccc(-n2cnnn2)c1)NC1CCCCC1
→ 3 | i | 20 | -1 | 0 | -10 | 2 | 5 | 2 | 4
- CC(=O)c1ccc(N2CCN(CC(=O)Nc3ccccc3N3CCOCC3)CC2)cc1
→ 5 | i | -1 | 0 | . | -8 | 0 | -10 | -1 | 11
- COCCn1c(SCC(=O)Nc2ccc(Cl)cn2)nc2ccccc21
→ -2 | i | 12 | -1 | 13 | -6 | 11 | -8 | -76* | 5
- O=c1c2ccccc2ncn1-c1ccc(Cl)cc1
→ 1&-2 | i | 4&5 | 0&-1 | 0&-2 | -44&-25 | 2&1 | -103&-52 | 0&0 | 23
- COc1ccc(NC(=O)C2C3CCC(O3)C2C(=O)O)cc1OC (stereo unspecified)
→ -9 | i | 26 | -4 | -2 | -20 | -6 | 17 | 2 | 5
- COc1cc(/C=C/C(=O)O)ccc1OCc1ccccc1C#N
→ 1 | i | 13 | -4 | -1 | -31 | -10 | 15 | 0 | -2
- O=C(Nc1ccc2c(c1)OCO2)C1CCN(Cc2cc3c(cc2O)OCO3)CC1
→ -4 | i | 34 | 10 | 0 | -20 | 0 | 1 | -2 | 2
- CCOc1ccc(NC(=O)CCc2ccc(C)o2)cc1
→ 2 | i | 5 | -4 | -5 | -48 | -2 | -32 | 0 | 5
- O=S(=O)(NC1CCCc2ccccc21)c1cnc[nH]1 (stereo unspecified)
→ 9 | i | 15 | 4 | 0 | 19 | 2 | 24 | 2 | -13
- Cc1ccc2c(c1)nnn2C1CCN(CC(=O)NNC(=O)c2ccco2)CC1
→ -7 | . | 29 | 3 | -1 | -23 | 3 | 18 | 5 | 0
- O=C(CSc1nnc(SCc2ccccc2Cl)s1)N/N=C/c1c[nH]c2ccccc12
→ 4 | i | 12 | -3 | -1 | -19 | 11 | -94 | 2 | 29
- C/C=C/C(=O)OCC(=O)Nc1ccc(F)cc1Cl
→ -5 | i | 11 | 3 | 0 | 3 | 0 | -3 | -5 | 0
- O=C(Cn1nnc(-c2ccccc2)n1)N/N=C/c1cc([N+](=O)[O-])ccc1O
→ 0 | i | 32 | -5 | -3 | 19 | -28 | 17 | 0 | -31
- Cc1ccc(NC(=O)C(=O)NCC2CCCN2S(=O)(=O)c2cccs2)cc1 (stereo unspecified)
→ . | i | 10 | . | -3 | . | -4 | -3 | 0 | 1

Compound activity deposited in PubChem BioAssay by several laboratories.

An excerpt; count on the stated rates, not on these rows.
